RMI FANCM FP – inhibitors of human RMI core complex binding to FANCM MM2 | Fluorescence polarization, RMI core complex with F-MM2 peptide; stronger effect = lower value | FP signal (polarization) at 33 µM | actives 0.58% (n = 70,000); in the data active = FP signal below about 40; also: inactives centre near 61; strong numbers were not always called active; unit not given here
* = called active by the depositor; & = joins results of further samples. These rows are one share of the data. The share of hits here may be higher or lower than overall.

RMI FANCM FP	canonical_smiles
67	O=C(c1cccs1)N1CCN(c2ccc3nnc(-c4ccco4)n3n2)CC1
52	N/C(CS(=O)(=O)c1ccccn1)=N/OC(=O)c1cccs1
60	NC1=NC(=O)C(CC(=O)NCc2ccccc2)S1 (stereo unspecified)
53	COc1cccc(C(CNS(=O)(=O)c2cc(F)ccc2F)N2CCOCC2)c1 (stereo unspecified)
57	COc1ccc(C(=O)N=C2SC3CS(=O)(=O)CC3N2c2cccc(C(F)(F)F)c2)cc1OC (stereo unspecified)
53	COc1ccc(-c2csc(Nc3ccccc3)[n+]2CC(O)c2ccc([N+](=O)[O-])cc2)cc1 (stereo unspecified)
62	NC(=O)c1ccc(NC(=O)c2ccc(=O)n(Cc3ccc(F)cc3)n2)cc1
87	C#CCn1c(=NC(=O)c2cc(C)no2)sc2cc(C(=O)OCC)ccc21
61	CCOC(=O)c1c(NC(=O)C(C)Sc2ncnc3ccccc23)sc2c1CCCC2 (stereo unspecified)
61	CSc1ccc(C(=O)Nc2ccc(Cl)cc2)s1
63	O=C(Nc1nccs1)c1ccno1
77	N#CC1(CCc2ccccc2Br)CCN(S(=O)(=O)c2ccccc2)CC1
65	COc1ccc(CCS(=O)(=O)Nc2ccc3c(c2)C(=O)N(C)CCO3)cc1
71	CCc1ccc(-c2cc3c(=O)n(Cc4nc(-c5ccc(OC)c(OC)c5)no4)ccn3n2)cc1
80	Cc1ccc2nc(NC(=O)CCCn3nc(-c4ccc(Cl)cc4)ccc3=O)sc2c1
57	COC(=O)C1[C@H]2C[C@H]3c4[nH]c5ccccc5c4CCN3C[C@@H]2CC[C@@H]1O (stereo partly specified)
61	COCCCn1c(SCc2nc(-c3ccccc3C)oc2C)nc2ccccc2c1=O
56	O=C1COCC(=O)N1Cc1csc2ccccc12
61	CS(=O)(=O)CCSc1ncccc1C(=O)Sc1ccc(Cl)cc1Cl
101&56	O=C1C(C=Nc2[nH]ncc2-c2ccccc2)=C(O)c2ccccc21
69	CCOC(=O)c1cnn(-c2ccc(Cl)cc2)c1N
56	N#C/C(=N/OS(=O)(=O)c1ccc(Cl)cc1)S(=O)(=O)c1cccs1
67	O=S(=O)(NCCSCc1c(F)cccc1Cl)c1cccc2nonc12
59	O=C(Nc1c(C(=O)Nc2ccccc2F)oc2ccccc12)c1ccc(Br)o1
48	O=c1nc(Nc2ccccc2)nc(Nc2ccccc2)[nH]1
55	CSC(=S)NNC(=O)c1cc(C)[nH]n1
51	CC(=O)OC[C@@]1(O)C[C@@]23CCC4c5ccoc5CC[C@]4(C)C2CC[C@@H]1C3 (stereo partly specified)
63	O=C(Cc1csc(Nc2cccc(Cl)c2)n1)NC1CCCCC1
66	CCN1C(=O)C(C)(C)COc2ccc(NS(=O)(=O)c3ccc4c(c3)OCCO4)cc21
64	Cc1cc(-c2nnc(NC(=O)C3(c4ccc(Cl)cc4)CCCC3)o2)n(C)n1
58	CC1SCC(=NO)CS1 (stereo unspecified)
47	CNC(=S)NNC(=O)CSCCOc1ccccc1
56	COCc1cc(=O)[nH]c(N=C(N)Nc2ccccc2SC)n1
52	CCc1nnc(SCC(=O)Nc2ccc(OC)c(Cl)c2)n1-n1cccc1
59	CC(=O)Nc1ccc(S(=O)(=O)N2CCN(S(=O)(=O)c3ccccc3)CC2)cc1
63	CCOC(=O)C1CCCN(C(=O)c2ccc(Cl)cc2Cl)C1 (stereo unspecified)
52	CS(=O)(=O)c1ccc2nc(N(CCN3CCOCC3)C(=O)c3ccco3)sc2c1
67	CSc1ccc2nc(N3CCN(C(=O)C4CCCN4S(C)(=O)=O)CC3)sc2c1 (stereo unspecified)
62	Cc1cc(C)c(NC(=O)C(=O)NCCN2CCN(c3ccccc3)CC2)c(C)c1
58	CN1CCN(C(CNC(=O)Cc2ccc(-c3ccccc3)cc2)c2ccc3c(c2)CCCN3C)CC1 (stereo unspecified)

Ordered by length of the SMILES (low to high): part of the list above
RMI FANCM FP	canonical_smiles
67	O=S(=O)(NCCSCc1c(F)cccc1Cl)c1cccc2nonc12
61	COCCCn1c(SCc2nc(-c3ccccc3C)oc2C)nc2ccccc2c1=O
56	N#C/C(=N/OS(=O)(=O)c1ccc(Cl)cc1)S(=O)(=O)c1cccs1
51	CC(=O)OC[C@@]1(O)C[C@@]23CCC4c5ccoc5CC[C@]4(C)C2CC[C@@H]1C3 (stereo partly specified)

(more compounds)
RMI FANCM FP	canonical_smiles
69	Cc1cccc2sc(N)nc12
67	CN1C(=O)Cc2cc(NC(=O)C3CCCO3)ccc21 (stereo unspecified)
65	Cn1/c(=N/NC(=O)c2cccc(N3C(=O)CCC3=O)c2)sc2ccccc21
68	COc1ccc(NC(=O)CC2C(=O)N(c3ccccc3)C(=S)N2NC(=O)c2ccccc2)cc1 (stereo unspecified)
62	O=C(Nc1ccc(Oc2c(Cl)cccc2Cl)nc1)c1ccc2c(c1)CCO2
94	COC(=O)c1ccc2c(=O)n(CCC(=O)NCc3ccccc3Cl)c(=S)[nH]c2c1
77	O=C(CSc1ncnc2sc3c(c12)CCCC3)Nc1ccc(-c2nc3ccccc3s2)cc1
20	O=C(Nc1c[nH]c2ccccc12)N1CCN(c2ccccc2Cl)CC1
56&55	O=S(=O)(Oc1ccc2nonc2c1)c1ccc(Cl)s1
58	Cn1c(SCC(=O)c2ccccc2OC(F)F)nc2ccccc21
67	CCS(=O)(=O)Nc1ccc2c(c1)CN(C(C)=O)CC2
57	N#Cc1c(N2CCOCC2)nnc(-c2ccccc2)c1-c1ccccc1
55	CNc1nc(-c2cccs2)ns1
54	Cc1ccc(S(=O)(=O)NC(=O)N(C)CCc2ccccn2)cc1
70	COc1ccc(-c2ccc(C)c(NS(=O)(=O)c3ccc(NC(=O)C(C)C)cc3)c2)nn1
66	COc1ccccc1OCC(=O)N(CC1CCCO1)c1nc2c(C)ccc(Cl)c2s1 (stereo unspecified)
74	COC(=O)c1ccc2c(c1)sc(=N)n2C
64	CCOc1ccccc1NC(=O)c1cc(=O)c(OC)co1
59	CCN(CC)C(C)=NC(=O)Nc1ccccc1
59	CCOc1ccc(NC(=O)CSc2nnc(C)c3cnn(-c4ccc(F)cc4)c23)cc1
64	Cc1cc(NC(=O)c2cc(Cl)sc2Cl)no1
54	Cc1ccc(-n2ncc3c(N(C)C4CCCCC4)ccnc32)c(C)c1
57	O=C(CSc1nnc2ccc(-c3ccccn3)nn12)N1CCCC1
60	COc1cc(CCN2C(=O)c3cccc4cccc(c34)C2=O)c(S(=O)(=O)NCc2ccco2)cc1OC
64	Oc1c(Br)cc(Br)c2cccnc12
78	Cc1cc(NC(=O)CSc2ncc(-c3ccc(F)cc3)o2)ccc1F
62	CS(=O)(=O)N1CCC(C(=O)Nc2nc3c(s2)CCC3)CC1
62	Cc1cc(C(=O)N(CCN(C)C)c2nc3c(Cl)cccc3s2)n(C)n1
65	C[C@]12C=CC(=O)C=C1CCC1C2[C@@H](O)C[C@@]2(C)C1CC[C@]2(O)C(=O)CO (stereo partly specified)
52	O=c1cc(C(F)(F)F)nc(SC/C=C/c2ccccc2)[nH]1
78	COC(=O)c1ccc(NC(=O)Cc2csc(Nc3ccc(F)cc3)n2)cc1
59	CN1CCc2cc(C(CNC(=O)C(=O)NCc3ccc4c(c3)OCO4)N3CCCCC3)ccc21 (stereo unspecified)
77	C=CCn1c(SCC(=O)N2CCc3cc(OC)c(OC)cc3C2)nc2sc(C)c(C)c2c1=O
97	COc1ccccc1-c1cc2c(SCC(=O)Nc3ccccc3F)nccn2n1
33*	COc1ccc(CC(=O)Nc2cc(-c3ccco3)nn2-c2nc(C)c(C)c(=O)[nH]2)cc1OC
53	CC1(C)C(=O)NCCN1C(=O)c1ccc(Cl)s1
55	Nn1c(SCC(=O)Nc2ccc([N+](=O)[O-])cc2)nnc1C1CCCCC1
56	O=C(CSc1nc(=O)n2ccccc2n1)NCc1ccc(F)cc1
68	O=C(N/N=C\c1c(O)ccc2ccccc12)NC12CC3CC(CC(C3)C1)C2
86	C=CCn1c(SCC(=O)Nc2ccccc2OC)nc2scc(-c3ccc(C)o3)c2c1=O

Molecules from the list above with a cyano group:
RMI FANCM FP	canonical_smiles
77	N#CC1(CCc2ccccc2Br)CCN(S(=O)(=O)c2ccccc2)CC1
56	N#C/C(=N/OS(=O)(=O)c1ccc(Cl)cc1)S(=O)(=O)c1cccs1
57	N#Cc1c(N2CCOCC2)nnc(-c2ccccc2)c1-c1ccccc1

Continuation.
RMI FANCM FP	canonical_smiles
53	O=C(O)c1ccccc1Sc1ccccc1S(=O)(=O)NC1CCCCC1
50	CCNC(=O)/C(C#N)=C/c1ccc(Cl)c(Cl)c1
55	COc1ccccc1NC(=O)Cn1cc(OC)c(=O)cc1CSc1nnc(C)s1
54	COc1ccc(C(=O)Nc2ccc(Oc3ncnc4cc(Cl)ccc34)nc2)cc1
55	COc1ccc(OC)c(N2C(=NC(C)=O)SC3CS(=O)(=O)CC32)c1 (stereo unspecified)
56	CC(O)/C=C/c1cccc[n+]1C (stereo unspecified)
61	N#C/C(=C\c1ccc(OCc2nc(-c3ccsc3)no2)cc1)C(=O)c1cccs1
40	CC1(C)C2CCC1[C@@H]1NS(=O)(=O)C[C@H]21 (stereo partly specified)
53	O=[N+]([O-])c1ccc(/C=N\Nc2c(Cl)cc(Cl)cc2Cl)s1
70	CC1CCN(C(=O)CSc2nc(-c3ccccc3F)nc3c2c(=O)n(C)c(=O)n3C)CC1

Structures from the list above with a CF3 group (two):
RMI FANCM FP	canonical_smiles
57	COc1ccc(C(=O)N=C2SC3CS(=O)(=O)CC3N2c2cccc(C(F)(F)F)c2)cc1OC (stereo unspecified)
52	O=c1cc(C(F)(F)F)nc(SC/C=C/c2ccccc2)[nH]1

Next entries:
RMI FANCM FP	canonical_smiles
52	CN(CC(=O)N1CCN(c2ccccc2)CC1)S(=O)(=O)c1cccc2cnccc12
67	Cc1ccc2sc(=NC(=O)c3ccc(S(=O)(=O)N4CC(C)OC(C)C4)cc3)n(C)c2c1C (stereo unspecified)
53	O=C(Nc1nc(-c2ccccc2)c(-c2ccccc2)s1)c1cccc(C(=O)Nc2nc(-c3ccccc3)c(-c3ccccc3)s2)n1
61	Cc1ccc2cc(CCNC(=S)NCCn3ccc4ccccc43)c(=O)[nH]c2c1
66	O=C(CSc1ncnc2c1nnn2-c1cccc(Cl)c1)NCC1CCCO1 (stereo unspecified)
53	CC(=O)c1sc(NC(=O)Cc2ccc(F)cc2)nc1C
64	CCn1ccc(C(=O)N2CCN(c3ccccc3)CC2)n1
15*	N#C/C(=C\Nc1ccc(S(=O)(=O)NC(N)=O)cc1)c1nc(-c2ccc(Cl)cc2)cs1
60	COC(=O)c1ccc2c(=O)n(CCC(=O)N3CCN(c4ccccn4)CC3)c(=S)[nH]c2c1
64	O=C(Nc1ccc(SCCCC(=O)N2CCN(Cc3ccccc3)CC2)nn1)C1CC1

Retrieved by structure from the list above:
RMI FANCM FP	canonical_smiles
52	CN(CC(=O)N1CCN(c2ccccc2)CC1)S(=O)(=O)c1cccc2cnccc12
60	COC(=O)c1ccc2c(=O)n(CCC(=O)N3CCN(c4ccccn4)CC3)c(=S)[nH]c2c1

The results go on.
RMI FANCM FP	canonical_smiles
128	CCOc1ccc2cc(C3CC(c4ccco4)=NN3S(C)(=O)=O)c(=O)[nH]c2c1 (stereo unspecified)
61	O=S(=O)(c1cccc(-c2nn3c(-c4ccccc4Br)nnc3s2)c1)N1CCCCC1
66	O=C(Cc1csc(SCc2ccc(Br)cc2)n1)NCC1CCCO1 (stereo unspecified)
76	CN(C)c1ccc(CNCC23CC4CC(C2)CC(c2ccccc2)(C4)C3)cc1
84	Cn1c(SCC(=O)Nc2ccc(F)cc2)nc2c(-c3ccccc3)c[nH]c2c1=O
58	O=C(Cn1cc(OCc2ccccc2F)c(=O)cc1CO)N1CCc2ccccc21
50	c1ccc(CN2CCC3(CCCc4ccccc43)CC2)cc1
62	O=C(c1ccccc1)c1ccc2c3c(cccc13)CC2
59	O=C1C(=O)N(c2nccs2)C(c2cccc([N+](=O)[O-])c2)C1=C(O)c1ccc(Cl)cc1 (stereo unspecified)
98	Cc1ccc(C(=O)Nc2cccc(Cl)c2Cl)c(C)c1
56	O=C(O)Cc1nn(Cc2ccc(Br)cc2F)c(=O)c2ccccc12
55	O=C(Nc1ccc(Nc2ccc(-n3cccn3)nn2)cc1)c1ccco1
53	c1cnc2c(c1)ccc1cccnc12
60	O=C(CCC1CCCC1)NCCCS(=O)(=O)N1CCN(c2ccc(F)cc2)CC1
59&53	N#Cc1cccc(NC(=O)CSc2ccc(Cl)cc2)c1
66	O=C(Cn1cc(S(=O)(=O)c2ccccc2)c2ccccc21)NC1CC1
47	CCO/C=C1\SC(=S)N(c2ccc(C(C)C)cc2)C1=O
66	CC(C)CC(=O)Nc1ccc2c(c1)CCN2C(=O)C1CC1
65	Cc1nn(C(C)(C)C)c(OC(=O)c2c(-c3ccccc3Cl)noc2C)c1Sc1ccc(Cl)cc1
85	O=c1c(O)c(-c2ccc(F)cc2)oc2ccc(CBr)cc12
77	COc1ccccc1CNC(=O)C(=O)Nc1ccc(N2CCCS2(=O)=O)cc1
-66	O=C(Nc1c[nH]c2ccccc12)N1CCN(Cc2ccccc2)CC1
67	COc1cccc(-c2nnc3ccc(OCCNC(=O)COc4ccc(F)cc4)nn23)c1
52	Cc1ccc([N+](=O)[O-])cc1NC(=O)C(=O)NCCCn1ccnc1
146	Cc1ccc(-c2cc3c(=O)n(CC(=O)Nc4cccc(C(F)(F)F)c4)ncn3n2)cc1C
55	O=[N+]([O-])c1cccc(-c2c[nH]c(=S)[nH]2)c1
63	COc1ccccc1NC(=O)C1CCN(c2ccc(-c3cccs3)nn2)CC1
68	COc1cc(OC)cc(C(=O)NCC(c2ccc3c(c2)CCN3C)N2CCCC2)c1 (stereo unspecified)
62	O=S(=O)(Nc1cccc2cccnc12)N1CCOCC1
62	CN(C)Cc1c(O)ccc2c(=O)c(Oc3ccccc3F)coc12
50	O=C(Nc1ccc(F)cc1F)C1CCN(C(=O)OCc2ccccc2)CC1
